# Screening results: PubChem BioAssay, several laboratories
# LMPTP inh: LMPTP phosphatase inhibitors, primary screen, biochemical, fluorescence intensity, uHTS. Low molecular weight phosphotyrosine protein phosphatase (Homo sapiens), P24666. recombinant LMPTP-A, OMFP fluorogenic substrate. inhibition, % at 20 µM. actives 0.22% (n = 360,000);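 active means compounds that cut the enzyme signal by at least half of the control window in the single-dose screen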;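 further: plate controls were DMSO wells with enzyme plus substrate for no effect and substrate without enzyme for full effect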
# Target sequence (P24666 whole entry, looked up): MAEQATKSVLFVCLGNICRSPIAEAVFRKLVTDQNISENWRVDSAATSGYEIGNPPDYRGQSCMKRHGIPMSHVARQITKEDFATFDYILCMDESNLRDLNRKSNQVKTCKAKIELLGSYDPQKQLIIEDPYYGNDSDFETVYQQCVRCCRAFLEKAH
#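 Assay system: LMPTP-A, protein tyrosine phosphatase of low molecular weight / Medium: pH 6.0 Bis-Tris buffer with DTT and Triton X-100 / Schedule: 50 min enzyme reaction at room temperature, protected from light / Measured by: endpoint fluorescence intensity from OMFP dephosphorylation / Read-out basis: % inhibition relative to no-enzyme and uninhibited control wells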
# Tb MetRS inh: T. brucei MetRS inhibitors, primary screen, biochemical, luminescence; methionyl-tRNA synthetase (Trypanosoma brucei brucei); purified T. brucei MetRS, ATP depletion, Kinase-Glo luminescence; inhibition, % at 11.9 µM; actives 0.4% (n = 360,000);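 active means inhibition above a per-plate cutoff of the control wells' mean inhibition plus 3 SD, cut at about 5.5% in these data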;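 further: 0% = DMSO wells median and 100% = median of wells with control inhibitor compound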
#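 assay system = parasite MetRS enzyme | timing = 15 min preincubation, 2 h reaction, all 25 °C | evaluation = percent inhibition relative to median high and low control wells | medium = HEPES buffer containing pyrophosphatase, BSA, spermine, DTT | compound = single dose, 11.9 µM final nominal, 0.9% final DMSO | detection = Kinase-Glo luminescence, ATP depletion format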
# CSN inh: inhibitors of CSN-mediated cullin deneddylation, primary screen, biochemical, fluorescence polarization, uHTS; Purified CSN, SCF-Nedd8-OG deneddylation; AID 651999, 2013; COP9 signalosome complex subunit 5 (Homo sapiens), Q92905; inhibition, % at 12.5 µM; actives 0.38% (n = 360,000);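 active means pattern-corrected inhibition above about 35%, with an unprinted fluorescence ratio check between 0.5 and 1.5, limit read from the data, passing the limit was not always enough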;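 further: 0% = enzyme with substrate and 100% = substrate without enzyme; some results filed as inactive read as strong as hits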
#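 Assay system: HEK293T-derived human Csn5 enzyme; quantity: 0.24 nM enzyme; medium: Tris/NaCl/DTT buffer, pH 7.5; also added: substrate SCFSkp2-Nedd8OG, 10 nM; doses: 12.5 µM compound; schedule: 90 min reaction at room temperature; signal: FP; read-out: % inhibition of substrate cleavage by Csn5; benchmarks: substrate-only high control, full reaction low control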
# Rpn11 inh: Rpn11 (PSMD14) deubiquitinase inhibitors, primary screen, biochemical, fluorescence polarization, uHTS; human 26S proteasome, Ub4-pepOG fluorescence polarization; 20S core pre-blocked with epoxomicin; calls only at 20 µM; actives 0.59% (n = 360,000); AID 588493, 2011;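 active means inhibition at 20 µM, scaled to each plate's controls, above about 33%, limit read from the data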
# NadD block: inhibitors of S. aureus NadD, primary screen, biochemical, colorimetric, uHTS; Nicotinate-nucleotide adenylyltransferase NadD (Staphylococcus aureus N315); purified NadD enzyme, colorimetric absorbance read-out; inhibition, % at 20 µM; actives 0.78% (n = 360,000); AID 602399, 2012; in the data active means inhibition above about 26%; further: some compounds past the cut are filed as inactive
# Scp1 inh: Scp-1 phosphatase inhibitors, primary screen, biochemical, colorimetric, uHTS; inhibition, % at 20 µM; actives 0.88% (n = 340,000); Recombinant Scp1, phosphopeptide, malachite green phosphate absorbance;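 active means inhibition above about 50% at 20 µM, limit read from the data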;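 further: plate controls were DMSO wells with enzyme for no effect and wells lacking enzyme for full effect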
# Target sequence (Q9GZU7 76-261 limits assumed): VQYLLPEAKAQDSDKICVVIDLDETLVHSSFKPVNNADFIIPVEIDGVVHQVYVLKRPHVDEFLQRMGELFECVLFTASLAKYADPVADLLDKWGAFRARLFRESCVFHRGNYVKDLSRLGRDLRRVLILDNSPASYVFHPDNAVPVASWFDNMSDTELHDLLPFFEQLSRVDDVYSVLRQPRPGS
#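 Incubation: 45 min enzyme reaction at room temperature / System: truncated SCP-1 phosphatase (76-261aa) / Reagent: Phospho 17-mer peptide substrate / Buffer or medium: Acidic Tris acetate buffer with magnesium and detergent / Signal: absorbance at 630 nm / Doses: one concentration, 20 µM, with 1.0% DMSO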
# STEP inh: STEP phosphatase inhibitors, primary screen, biochemical, fluorescence intensity, uHTS; Tyrosine-protein phosphatase non-receptor type 5 (Homo sapiens), P54829; recombinant STEP, OMFP fluorogenic substrate; inhibition, % at 20 µM; actives 0.25% (n = 360,000);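 active means inhibition at 20 µM, scaled per plate between control wells, above about 37%, limit read from the data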;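 further: 0% = DMSO with enzyme and substrate and 100% = substrate only without enzyme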
# Target sequence (P54829 whole entry, looked up): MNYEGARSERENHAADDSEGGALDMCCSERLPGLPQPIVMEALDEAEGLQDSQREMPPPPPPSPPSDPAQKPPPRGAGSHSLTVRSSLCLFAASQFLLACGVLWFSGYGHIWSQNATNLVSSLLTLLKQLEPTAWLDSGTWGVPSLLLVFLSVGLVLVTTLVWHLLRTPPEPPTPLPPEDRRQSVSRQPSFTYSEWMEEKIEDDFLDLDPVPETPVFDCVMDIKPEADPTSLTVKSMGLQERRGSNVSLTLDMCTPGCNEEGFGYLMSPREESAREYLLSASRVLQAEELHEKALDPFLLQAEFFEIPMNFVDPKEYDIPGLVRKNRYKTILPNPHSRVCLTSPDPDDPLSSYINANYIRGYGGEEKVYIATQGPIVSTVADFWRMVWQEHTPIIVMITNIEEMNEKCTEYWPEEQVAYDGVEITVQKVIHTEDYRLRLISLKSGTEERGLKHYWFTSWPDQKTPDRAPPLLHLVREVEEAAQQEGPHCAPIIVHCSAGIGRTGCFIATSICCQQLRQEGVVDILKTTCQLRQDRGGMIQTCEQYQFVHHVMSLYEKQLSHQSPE
#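 Test system: STEP tyrosine phosphatase / Reagent: OMFP at 25 µM / Doses: 20 µM, 1% DMSO / Read-out: percent inhibition scaled to no-enzyme and uninhibited-enzyme controls, plate-pattern corrected / Detection: FITC-channel fluorescence of OMFP product / Medium: Bis-Tris buffer pH 6.0, 2.5 mM DTT, 0.005% Tween 20 / Schedule: 20 min at room temperature, dark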
# MsrA inhibitor: bovine MsrA enzyme inhibitors, primary screen, biochemical, absorbance, HTS; Methionine sulfoxide reductase A (Bos taurus); purified bovine MsrA, absorbance read-out; inhibition, % at 15.5 µM; actives 0.75% (n = 360,000); AID 651718, 2012; in the data active means inhibition above about 4.5%;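 further: 0% = vehicle wells with enzyme and 100% = reference inhibitor wells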
# DNMT1 block: human DNMT1 methyltransferase inhibitors, primary screen, biochemical, molecular beacon, fluorescence, HinP1I cleavage, uHTS; inhibition (reported as % activation of signal), % at 10 µM; actives 0.83% (n = 360,000); in the data active means inhibition above about 50%
# SUMO1-SIM PPI: modulators of SUMO1 protein-protein interactions, primary screen, biochemical, uHTS | Small ubiquitin-related modifier 1 (Homo sapiens), P63165 | AID 602429, 2012 | actives 0.33% (n = 360,000) | inhibition, % at 20 µM | SUMO1 binding to a labelled peptide, TR-FRET, 1 h; in the data active means inhibition above about 37%
# Target sequence (P63165 whole entry, looked up): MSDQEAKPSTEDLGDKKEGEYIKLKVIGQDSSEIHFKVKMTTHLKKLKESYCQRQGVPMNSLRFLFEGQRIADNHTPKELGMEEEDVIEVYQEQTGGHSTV
# Active calls of the source: *; i = inactive; / = no result given. Rows are unselected; 3.9% or so of the library scored in one or more.
# Under each structure: Tb MetRS inh, STEP inh, Scp1 inh, MsrA inhibitor, LMPTP inh, SUMO1-SIM PPI, DNMT1 block, Rpn11 inh, NadD block, CSN inh
CCCCn1c(N)c(N(CCOC)C(=O)c2nn(CC)c(=O)c3ccccc23)c(=O)[nH]c1=O
 : -0.7, -2, 0, -0.6, 0.0, 1, 0, i, 0, 0
CCn1cc(/C=N\NC(=O)Cc2ccc(Cl)cc2)cn1
 : -1.0, -1, -4, 0.2, -1.8, 4, 14, i, -7, 0
O=C(NCCO)Nc1ccc(Cl)cc1
 : -0.6, -1, -5, 0.2, -1.6, 2, 2, i, -9, 9
Cc1ccc(S(=O)(=O)NNC(=O)c2csnn2)cc1
 : -0.8, 0, -3, 0.3, -1.8, -1, 1, i, -3, -1
Cc1cccc(NC(=O)CSc2nnc(CNC(=O)c3cccs3)o2)c1C
 : 0.0, 0, 1, -0.6, -1.5, -3, -3, i, -3, -1
Cc1cccc(NS(=O)(=O)c2cccc3nonc23)c1
 : 0.9, 2, -4, /, 0.1, -14, -4, i, 7, -8
CC(Oc1ccccc1)C(=O)NCc1cccnc1 (configuration not stated)
 : -1.5, -3, 21, 0.0, -2.1, 6, 0, i, 1, 2
O=c1onc(-c2ccccc2)n1Cc1ccc([N+](=O)[O-])cc1
 : 0.1, 0, /, 1.4, -1.0, -23, 10, i, -5, 2
CC1CN(C(c2ccco2)c2sc3ncnn3c2O)CC(C)O1 (configuration not stated)
 : -0.8, 3, -9, 0.0, -1.8, -2, 1, i, 1, -7
Cc1cc(NS(=O)(=O)c2cc(Cl)sc2Cl)no1
 : -0.1, -1, -12, -1.1, -2.1, 6, 1, i, -2, -3
O=C(/C=C/c1ccc(OCCCF)cc1)N1CCN(Cc2ccccc2)CC1
 : -1.0, 2, 0, 0.2, 2.2, -12, -4, i, -5, 0
N#Cc1nc(COc2ccc(F)cc2)oc1N1CCCC1
 : -0.2, 1, -16, -1.5, 0.8, 2, -2, i, -7, -2
CCC1Oc2ccccc2N(CC(=O)NC2CCCCC2)C1=O (configuration not stated)
 : -0.2, -1, 3, 1.6, -1.9, -5, 0, i, -8, 0
COC(=O)c1cc2oc(C)cc2n1CC(=O)N(C)c1ccccc1
 : -0.1, 1, -6, -0.1, -0.3, 2, 0, i, 1, 0
Cc1ccc(N(C(=O)CCC(=O)Nc2cc(C)on2)C(C(=O)NC2CCCC2)c2ccncc2)cc1 (configuration not stated)
 : -0.3, -1, -3, 0.4, -0.7, 0, 0, i, 0, 3
CCCCC(NC(=O)c1cccc(Br)c1)C(=O)O (configuration not stated)
 : -0.4, -2, -1, -0.8, -0.4, -2, 2, i, 8, -4
CC1=C(C(=O)N(C)C)CC(CC(=O)NCCN2CCOCC2)C(=O)N1Cc1ccc(C(C)(C)C)cc1 (configuration not stated)
 : -0.6, -2, /, 0.8, -3.6, 6, 8, i, 5, -1
COc1ccc(-n2c(SCC(N)=O)nnc2-c2cccnc2)cc1
 : -1.4, 1, -6, -1.2, -1.5, -1, 4, i, 0, -6
CCOC(=O)N1CCC(N2CCN(S(=O)(=O)c3ccc([N+](=O)[O-])cc3)CC2)CC1
 : -0.3, 0, -4, -0.8, -2.1, -36, -1, i, -2, 4
COC(=O)[C@@]12CCCCN1[C@H](c1ccc(-c3ccc(F)cc3)cc1)[C@@H]1C(=O)N(C)C(=O)[C@@H]12
 : 0.0, -4, 0, -1.1, 1.2, 0, -9, i, 0, 1
COc1ccc(C2=C(C#N)C(=O)OC2)cc1
 : -0.1, -3, -15, -0.3, 0.8, -4, -5, i, -1, 3
CCOC(=O)/C(=N\Nc1ccccc1Cl)N1CCN(Cc2ccccc2)CC1
 : -1.4, 4, 4, 1.1, 2.3, -4, -1, i, -4, -2
COc1ccc(Cc2nc(-c3ccc(Br)o3)no2)cc1OC
 : 0.5, 3, -12, 1.6, 1.0, 0, -6, i, -6, 1
Cc1ccccc1OCC(=O)N=Nc1c(O)n(C)c2ccccc12
 : 0.0, 1, 1, 0.6, 1.4, -6, 2, i, -7, 1
CCn1cc(S(=O)(=O)NCCc2ccccc2OC)cn1
 : -0.2, -2, -2, -1.4, 0.3, -1, -1, i, 3, -2
Fc1ccccc1N1CCN(c2nc3ccccc3n3nnnc23)CC1
 : -0.2, 2, -10, -0.5, 1.1, -5, 1, i, 5, -12
COc1cccc(C2c3c(oc4ccc(F)cc4c3=O)C(=O)N2CCN2CCOCC2)c1OC (configuration not stated)
 : -1.0, 5, -1, 1.2, -2.9, -13, -2, i, 3, -2
C=C1CCCC2OC(CC3=CC4/C(C)=C/CC(C)CC(/C=C(\C)C(O)C5CC(O)C(O)C(CCC(O)/C=C/C(C)=C/CCC6=NCCC(C3)C64C)O5)OC(=O)CC3OC(C(O)C1)C(O)C3O)CC(O)C2O (configuration not stated)
 : 0.3, -1, /, 0.3, -1.3, -3, -7, i, 2, 6
Cn1c(SCC(=O)Nc2ccccc2F)nnc1-c1cccnc1
 : 0.1, -2, -8, 0.2, 0.2, 3, 1, i, -3, -1
COc1cc(/C=N/NC(=O)c2cc(-c3cccn3C)n[nH]2)cc(OC)c1OC
 : -0.7, 1, -10, 1.8, 1.6, 7, -8, i, 13, 9

# An excerpt of these results, with bars between the fields.
smiles | Tb MetRS inh | STEP inh | Scp1 inh | MsrA inhibitor | LMPTP inh | SUMO1-SIM PPI | DNMT1 block | Rpn11 inh | NadD block | CSN inh
Cc1ccccc1OCC(=O)N=Nc1c(O)n(C)c2ccccc12 | 0.0 | 1 | 1 | 0.6 | 1.4 | -6 | 2 | i | -7 | 1
CCn1cc(S(=O)(=O)NCCc2ccccc2OC)cn1 | -0.2 | -2 | -2 | -1.4 | 0.3 | -1 | -1 | i | 3 | -2

# Going on with the list:
# Under each structure: Tb MetRS inh, STEP inh, Scp1 inh, MsrA inhibitor, LMPTP inh, SUMO1-SIM PPI, DNMT1 block, Rpn11 inh, NadD block, CSN inh
O=c1c2[nH]c3ccc(Cl)cc3c2ncn1CCN1CCCCC1
 : 3.8, -1, -3, -0.4, 0.1, 2, 0, i, -5, 1
CC1(C(=O)Nc2ccc(S(=O)(=O)Nc3ncccn3)cc2)CCCC1
 : 0.4, -3, -10, -1.1, -0.7, 6, 0, i, 1, 5
CC(C)(C)c1nc(Sc2ccc([N+](=O)[O-])cn2)n[nH]1
 : -0.4, -2, -8, -0.3, -1.4, -13, 1, i, -1, -2
Cn1c(/C(C#N)=C/c2ccc(O)cc2)nc2ccccc21
 : -0.3, 2, -14, 1.8, 0.2, -20, -2, i, -2, -1
O=C(NNC(=O)c1cccs1)Nc1cccc(Cl)c1
 : -0.8, 1, -4, -1.2, -0.9, 0, -1, i, -2, -1
Cc1nn(S(=O)(=O)c2ccc([N+](=O)[O-])cc2)c(C)c1Sc1ccccc1
 : -0.6, -2, -2, -0.9, -1.4, -17, -1, i, -5, 4
Cc1ccc(NC(=O)CCSc2ccccn2)cc1
 : -0.2, 4, -2, -1.2, -0.8, -3, 0, i, -6, 4
CC(=O)N1CCN(S(=O)(=O)c2cccc(C(=O)NC3CCC(C)CC3)c2)CC1 (configuration not stated)
 : -1.4, 0, 5, 0.5, -2.2, 1, 0, i, -3, 2
COc1ccc(Nc2nnc(SCC(=O)Nc3ccc4[nH]c(=O)[nH]c4c3)s2)cc1
 : -0.5, 2, -7, -0.4, 1.5, 1, 1, i, 11, -1
O=C1NC(Cc2ccccc2)C(=O)N1Cc1cc([N+](=O)[O-])cc2c1OCOC2 (configuration not stated)
 : 0.7, 2, -5, 1.0, -0.1, -25, 1, i, 0, -1
CC(=O)Nc1cccc(C(=O)OCCCOc2ccc(F)cc2)c1
 : -0.5, -1, -5, 0.5, -0.2, -1, -3, i, -8, -4
N/C(=N/OC(=O)c1ccc(Cl)cc1)c1ncc([N+](=O)[O-])s1
 : -1.2, -1, -4, -1.6, 5.5, -21, 9, i, 0, 1
COc1ccc(CN2CCC2(C)C(=O)NCCNC(C)=O)c2ccccc12 (configuration not stated)
 : 0.0, -2, /, -0.1, -3.0, -3, 6, i, 6, 3
O=C(O)c1cccc2c1/C(=N/O)c1ccccc1-2
 : -0.4, 0, -11, 0.3, -2.0, -17, 13, i, -4, 3
Cc1ccc(NC(=O)CSc2nc(O)cc(=O)n2-c2ccc(C)cc2)cc1
 : -0.1, -1, -2, -1.5, 0.3, 5, -1, i, 12, 6
CC1CCN(c2ncccc2C(=O)O)CC1
 : 0.2, 0, -8, -0.7, -1.2, 1, 1, i, 0, 6
CN(C)C1=NC[C@H](Cc2ccccc2)N1CCCCc1ccccc1
 : -0.2, 0, -3, 0.2, -0.9, 2, 3, i, -5, -4
Cc1ccc(NC(=O)CSc2nnc(-c3ccncc3)n2C)cc1S(=O)(=O)N1CCOCC1
 : -2.2, 1, 5, -1.0, -0.2, 1, 7, i, -3, -4
C=CCNC(=S)NNC(=O)C(CCC(C)C)CC(C)O (configuration not stated)
 : -0.5, -2, -14, -0.4, -1.3, 4, 0, i, -2, 0
CCOC(=O)CNC(=O)CNC(=O)c1ccc(OC(C)C)cc1
 : 2.3, 0, 1, -0.1, -0.5, -5, -1, i, -4, -2
CCOC(=O)Cn1c(=S)[nH]c2c(oc3ccc(Cl)cc32)c1=O
 : -0.3, 5, -1, 0.3, -0.3, -3, 2, i, -4, 0
Cc1cc(C)c(N(CC(=O)NC(C)(C)C)C(=O)CNC(=O)c2cccs2)c(C)c1
 : -0.5, -1, 1, 1.0, -0.2, 0, -1, i, -3, -12
Cn1ccs/c1=N\S(=O)(=O)c1ccc(Br)cc1
 : -0.4, 0, -4, -0.1, 1.0, -5, -5, i, -5, 0
COc1ccc(C(O)c2nc(-c3cc4ccccc4o3)cs2)cc1 (configuration not stated)
 : -0.3, 2, /, 0.8, 2.2, -2, 2, i, -3, 0
